MLLE-PAM2 inh: inhibitors of PABP1 MLLE–PAM2 peptide binding, primary screen, biochemical, fluorescence polarization, FITC-PAM2, GST-MLLE; Polyadenylate-binding protein 1 (Homo sapiens), P11940; inhibition, % at 20 µM; 0.36% of 360,000 active; AID 588489, 2011; in the data active = inhibition above about 35%, passing the limit was not always enough;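 also: plate controls were DMSO wells with GST-MLLE for no effect and wells lacking GST-MLLE protein for full effect; some results filed as inactive read as strong as hits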
TbMetRS inhib: T. brucei MetRS inhibitors, primary screen, biochemical, luminescence. AID 624268, 2012. 0.4% of 360,000 active. inhibition, % at 11.9 µM. methionyl-tRNA synthetase (Trypanosoma brucei brucei). purified T. brucei MetRS, ATP depletion, Kinase-Glo luminescence;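 active = inhibition above a per-plate cutoff of the control wells' mean inhibition plus 3 SD, cut at about 5.5% in these data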;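 also: 0% = DMSO wells median and 100% = median of wells with control inhibitor compound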
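assay system = parasite MetRS enzyme | timing = 15 min preincubation, 2 h reaction, all 25 °C | evaluation = percent inhibition relative to median high and low control wells | medium = HEPES buffer containing pyrophosphatase, BSA, spermine, DTT | compound = single dose, 11.9 µM final nominal, 0.9% final DMSO | detection = Kinase-Glo luminescence, ATP depletion format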
DNMT1 block: human DNMT1 methyltransferase inhibitors, primary screen, biochemical, molecular beacon, fluorescence, HinP1I cleavage, uHTS | inhibition (reported as % activation of signal), % at 10 µM | 0.83% of 360,000 active; in the data active = inhibition above about 50%
Target sequence (P26358 504-1616 limits assumed): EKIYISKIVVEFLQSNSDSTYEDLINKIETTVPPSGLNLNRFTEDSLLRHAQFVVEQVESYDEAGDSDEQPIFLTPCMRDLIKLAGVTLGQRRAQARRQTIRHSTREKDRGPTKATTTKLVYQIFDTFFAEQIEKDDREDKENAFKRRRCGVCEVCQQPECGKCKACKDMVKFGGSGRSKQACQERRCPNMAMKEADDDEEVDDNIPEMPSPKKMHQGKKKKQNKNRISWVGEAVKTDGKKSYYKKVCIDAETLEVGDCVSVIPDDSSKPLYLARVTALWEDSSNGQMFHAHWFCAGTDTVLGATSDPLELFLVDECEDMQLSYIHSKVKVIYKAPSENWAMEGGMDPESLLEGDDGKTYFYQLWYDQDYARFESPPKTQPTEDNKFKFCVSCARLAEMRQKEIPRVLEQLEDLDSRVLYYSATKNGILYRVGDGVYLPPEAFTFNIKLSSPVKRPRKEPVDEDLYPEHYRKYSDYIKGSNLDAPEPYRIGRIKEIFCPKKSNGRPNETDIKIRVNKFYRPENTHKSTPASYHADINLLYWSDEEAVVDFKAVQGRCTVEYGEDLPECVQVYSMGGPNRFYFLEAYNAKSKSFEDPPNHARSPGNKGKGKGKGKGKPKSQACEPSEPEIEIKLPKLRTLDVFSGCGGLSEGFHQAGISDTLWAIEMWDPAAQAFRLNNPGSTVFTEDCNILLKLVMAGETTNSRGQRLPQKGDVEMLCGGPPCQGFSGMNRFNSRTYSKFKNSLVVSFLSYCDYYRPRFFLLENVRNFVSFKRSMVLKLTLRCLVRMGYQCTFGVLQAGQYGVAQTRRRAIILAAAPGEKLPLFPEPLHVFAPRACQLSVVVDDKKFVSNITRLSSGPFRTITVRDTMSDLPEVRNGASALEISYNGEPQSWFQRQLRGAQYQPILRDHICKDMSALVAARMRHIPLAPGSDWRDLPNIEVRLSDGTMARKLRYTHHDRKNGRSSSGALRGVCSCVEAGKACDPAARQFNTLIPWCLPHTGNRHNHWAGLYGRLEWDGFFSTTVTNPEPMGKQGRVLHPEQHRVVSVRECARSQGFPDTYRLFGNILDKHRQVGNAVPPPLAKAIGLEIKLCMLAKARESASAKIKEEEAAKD
STEP block: STEP phosphatase inhibitors, primary screen, biochemical, fluorescence intensity, uHTS. inhibition, % at 20 µM. recombinant STEP, OMFP fluorogenic substrate. AID 588621, 2011. 0.25% of 360,000 active;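 active = inhibition at 20 µM, scaled per plate between control wells, above about 37%, limit read from the data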;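 also: 0% = DMSO with enzyme and substrate and 100% = substrate only without enzyme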
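System: STEP phosphatase, cell-free reaction; Buffer or medium: Bis-Tris pH 6.0 buffer with DTT, detergent; Incubation: 20 min at room temperature, dark; Measured by: fluorescence, 480/540 nm.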
NadD inh: inhibitors of S. aureus NadD, primary screen, biochemical, colorimetric, uHTS; purified NadD enzyme, colorimetric absorbance read-out; inhibition, % at 20 µM; 0.78% of 360,000 active; AID 602399, 2012; in the data active = inhibition above about 26%; also: some compounds past the cut are filed as inactive
CSN deneddyl inh: inhibitors of CSN-mediated cullin deneddylation, primary screen, biochemical, fluorescence polarization, uHTS; COP9 signalosome complex subunit 5 (Homo sapiens), Q92905; Purified CSN, SCF-Nedd8-OG deneddylation; inhibition, % at 12.5 µM; 0.38% of 360,000 active; AID 651999, 2013;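 active = pattern-corrected inhibition above about 35%, with an unprinted fluorescence ratio check between 0.5 and 1.5, limit read from the data, passing the limit was not always enough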;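 also: 0% = enzyme with substrate and 100% = substrate without enzyme; some results filed as inactive read as strong as hits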
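Assay system: HEK293T-derived human Csn5 enzyme; quantity: 0.24 nM enzyme; medium: Tris/NaCl/DTT buffer, pH 7.5; also added: substrate SCFSkp2-Nedd8OG, 10 nM; doses: 12.5 µM compound; schedule: 90 min reaction at room temperature; signal: FP; read-out: % inhibition of substrate cleavage by Csn5; benchmarks: substrate-only high control, full reaction low control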
SUMO1 PPI mod: modulators of SUMO1 protein-protein interactions, primary screen, biochemical, uHTS | SUMO1 binding to a labelled peptide, TR-FRET, 1 h | inhibition, % at 20 µM | 0.33% of 360,000 active | AID 602429, 2012; in the data active = inhibition above about 37%
Rpn11 block: Rpn11 (PSMD14) deubiquitinase inhibitors, primary screen, biochemical, fluorescence polarization, uHTS. human 26S proteasome, Ub4-pepOG fluorescence polarization; 20S core pre-blocked with epoxomicin. 26S proteasome non-ATPase regulatory subunit 14 (Homo sapiens), O00487. AID 588493, 2011. 0.59% of 360,000 active. calls only at 20 µM;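 active = inhibition at 20 µM, scaled to each plate's controls, above about 33%, limit read from the data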
LMPTP block: LMPTP phosphatase inhibitors, primary screen, biochemical, fluorescence intensity, uHTS. Low molecular weight phosphotyrosine protein phosphatase (Homo sapiens), P24666. recombinant LMPTP-A, OMFP fluorogenic substrate. inhibition, % at 20 µM. 0.22% of 360,000 active. AID 651560, 2012;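 active = compounds that cut the enzyme signal by at least half of the control window in the single-dose screen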;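 also: plate controls were DMSO wells with enzyme plus substrate for no effect and substrate without enzyme for full effect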
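material = LMPTP-A | quantity = 0.625 nM enzyme | reagent = OMFP substrate, 400 µM final | buffer or medium = Bis-Tris pH 6.0, DTT, detergent | detection = endpoint fluorescence intensity from OMFP dephosphorylation | dosing = single 20 µM dose | read-out basis = % inhibition relative to no-enzyme and uninhibited control wells | control set = no-enzyme and uninhibited controls | timing = 50 min at room temperature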
Scp-1 inhibitor: Scp-1 phosphatase inhibitors, primary screen, biochemical, colorimetric, uHTS; inhibition, % at 20 µM; Recombinant Scp1, phosphopeptide, malachite green phosphate absorbance; 0.88% of 340,000 active; Carboxy-terminal domain RNA polymerase II polypeptide A small phosphatase 1 (Homo …; AID 493091, 2011;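 active = inhibition above about 50% at 20 µM, limit read from the data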;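 also: plate controls were DMSO wells with enzyme for no effect and wells lacking enzyme for full effect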
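Test system: SCP-1 phosphatase catalytic domain, residues 76-261 | Compound dosing: One concentration, 20 µM, with 1.0% DMSO | Schedule: 45 min room-temperature reaction, 5 min colour, 30 min stabiliser | Detection: Absorbance at 630 nm | Read-out basis: % inhibition of SCP-1 phosphate liberation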
Starred values were filed as active, the others as inactive; i = inactive; / = no result given; + = active, no number. Rows are unselected; overall some 3.6% were active at least once.

SMILES	MLLE-PAM2 inh	TbMetRS inhib	DNMT1 block	STEP block	NadD inh	CSN deneddyl inh	SUMO1 PPI mod	Rpn11 block	LMPTP block	Scp-1 inhibitor
CCN1CCN(C(CNS(=O)(=O)c2ccccc2)c2cccnc2)CC1 (stereo not given)	-8	-0.5	1	-1	3	1	-2	i	-0.4	-6
Nc1c(C(=O)NCc2ccc(F)cc2)c2nc3ccccc3nc2n1CCCN1CCOCC1	-2	-0.3	-32	3	-7	6	0	i	-5.7	-14
Cc1onc(-c2ccccc2)c1C(=O)N/N=C/c1cc(Br)c(O)c(Br)c1	-4	-0.1	5	1	3	1	-12	+	-1.0	1
COC(=O)[C@]1(C)N[C@H](CN(C)C(C)=O)[C@@H]2C(=O)N(Cc3ccccc3)C(=O)[C@@H]21	-3	0.5	3	-3	-4	-2	5	i	-0.8	0
O=C(Nc1cc(Cl)ccc1Cl)c1ccco1	8	0.1	2	-2	-4	0	3	i	0.0	-8
COc1cc(-c2nc(=S)[nH][nH]2)cc(OC)c1OC	9	1.1	0	2	-1	-1	6	i	-1.7	-3
CCn1nccc1C(=O)Nc1ccccc1OC	0	-0.2	0	-2	1	3	3	i	0.7	-4
O=C(/C=C/c1ccccc1)N1CCN(c2ccccn2)CC1	9	-0.1	-1	0	2	0	-3	i	0.3	-4
Cc1ccc2nc(Cl)c(/C=N/Nc3ccc(C(=O)O)cc3)cc2c1	-7	2.5	3	4	0	5	-9	i	1.3	2
OCC(CO)(CO)NCc1ccc(-c2ccccc2)cc1	1	-0.6	6	0	1	4	9	i	-0.4	-7
C/C(=N\NC(=O)C1CCCN(S(=O)(=O)c2ccccc2)C1)c1ccccn1 (stereo not given)	-7	-0.5	-1	2	-5	-1	13	i	1.7	-2
COc1cccc(CN2CCC(C(=O)N3CCC(C)CC3)CC2)c1	0	-0.5	0	2	-8	1	9	i	-2.4	-7
Cc1oc(-c2cccs2)nc1CN1CCN(Cc2ccc(F)c(F)c2)C(CCO)C1 (stereo not given)	-11	0.6	-4	-1	-11	3	-4	i	-0.6	-8
O=C(Nc1c(Br)cc2c(c1Br)Cc1ccccc1-2)C(Cl)Cl	4	-0.4	43	-3	10	-3	13	i	-2.8	-3
COc1ccc2c(c1)c(CCN1C(=O)c3ccccc3C1=O)cn2C(=O)c1ccco1	-1	-0.5	0	-1	5	-1	-5	i	-1.8	-5
COc1cccc(-c2nn(-c3ccc(C)cc3)cc2C(=O)N2CCN(C3CCS(=O)(=O)C3)CC2)c1 (stereo not given)	-10	-0.2	-6	-2	1	-1	-1	i	-0.1	-8
CCOC(=O)C1CCN(C(=O)C2CC(=O)N(c3ccc4c(c3)OCCO4)C2)CC1 (stereo not given)	-2	-0.2	-6	0	2	1	-33	i	-8.2	3
Cc1cnc(NC(=O)CN2C(=O)C3CC=CCC3C2=O)s1 (stereo not given)	6	-1.2	4	0	6	2	-3	i	-0.9	3
Cc1ccc(S(=O)(=O)N(C)Cc2ccc(C(=O)N/N=C3\CCCC(=O)C3)cc2)cc1	-9	0.6	-12	-2	8	7	9	i	1.1	-8
FC(F)(F)c1ccc2c(c1)n(Cc1ccccc1)c1[n+]2CCCCC1	-156	-0.9	2	-3	-2	7	-5	+	-0.8	13
COC(=O)CNc1nc(OC)nc(N(C)C)n1	-10	-0.5	1	0	2	-2	-1	i	-1.6	2
Cc1nn(C)cc1CNC(=O)c1cc2n(n1)C(C(F)(F)F)CC(c1cccs1)N2 (stereo not given)	-6	-0.5	16	0	3	3	-1	i	-1.3	-12
CC(=O)NCc1ccc(C(=O)COC(=O)COc2ccccc2)s1	-7	-0.3	4	1	8	3	2	i	1.9	16
CCc1nc(NCC2CC2)c2nnn(Cc3ccccc3)c2n1	-4	-0.3	13	0	-4	-1	5	i	0.4	/
CCC(=O)Nc1ccc(NC(=O)c2ccc3c(c2)OCO3)cc1	-1	-0.8	-2	-2	-5	0	8	i	-1.6	-3
COc1ccc(CN2CC(=O)N3[C@H]4c5ccccc5OC[C@@H]4[C@H](c4ccccc4)[C@]3(C)C2=O)cc1	43*	-0.2	-4	-1	0	-4	5	i	1.9	-9
CC(C)C[C@H](NC(=O)c1nc[nH]c1C(=O)NC1CCNCC1)C(=O)OCc1ccccc1	-13	-0.3	3	0	-1	-4	3	i	-1.6	-6
Cc1ccc(/C=N/N2C(=O)c3ccccc3NC2c2ccc(C)cc2)cc1 (stereo not given)	1	-0.3	-8	-2	2	-1	-4	i	0.9	-1
O=C(NC1CCN(c2ncccn2)CC1)c1ccccc1F	8	-1.9	7	-3	0	8	0	i	0.9	28
CN(C1=NC(=O)C(CC(=O)Nc2ccc(Br)cc2)S1)c1ccc(O)cc1 (stereo not given)	7	2.5	-16	-1	7	-5	4	i	0.1	-10
CCOC(=O)c1[nH]c2ccc(OC)cc2c1NC(=O)c1ccc2c(c1)OCO2	-9	0.5	-5	0	-6	2	-6	i	-1.0	-7
COc1ccc(NC(=O)COC(=O)C23CC4CC(CC(Cl)(C4)C2)C3)c(OC)c1	-4	-0.1	-1	0	-6	1	1	i	3.6	-7
CCCn1c2ccccc2c2nnc(SCc3[nH]c(=O)[nH]c3C(=O)CCCCC(=O)OCC)nc21	20	1.2	6	-1	7	3	-4	i	1.0	1
Cc1ccc(NC(=O)C2(C)CCN2C(C)C)cc1C (stereo not given)	5	-0.6	1	-1	3	-1	-1	i	-1.8	/
CC(NC(=O)c1c(O)c2ccccc2n(C)c1=O)c1ccccc1 (stereo not given)	-2	-0.6	-4	1	-1	-5	9	i	2.0	0
CC(C)[C@H](NC(=O)[C@@H]1Cc2c([nH]c3ccccc23)C2c3ccccc3C(=O)N21)C(=O)N1CCC[C@@H]1C(=O)O (stereo not given in full)	-4	-1.2	-1	-1	0	0	13	i	-0.6	1
CCOC(=O)[C@H]1[C@H]2COc3ccc(C)cc3[C@@H]2N2C(=O)[C@@H](C)NC(=O)[C@@]12C	-4	-0.1	1	-2	-8	-5	-2	i	-1.1	-6
Cc1oc(-c2ccc(Cl)cc2)nc1CS(=O)CC(=O)NCCCN(C)C1CCCCC1 (stereo not given)	13	-1.4	-6	2	-6	2	3	i	-0.3	-9
CCOC(=O)Cc1csc(NC(=S)NC(=O)c2ccccc2)n1	28	-0.8	0	0	-4	0	3	i	1.2	22
Cc1ccccc1C(=O)Nc1nnc(CC(=O)N/N=C/c2ccncc2)s1	-9	-0.2	-1	-3	-4	14	3	i	-0.5	0

Complete entries, looked up by structure. Order of screens: MLLE-PAM2 inh | TbMetRS inhib | DNMT1 block | STEP block | NadD inh | CSN deneddyl inh | SUMO1 PPI mod | Rpn11 block | LMPTP block | Scp-1 inhibitor
CCOC(=O)Cc1csc(NC(=S)NC(=O)c2ccccc2)n1 is entered as 28 | -0.8 | 0 | 0 | -4 | 0 | 3 | i | 1.2 | 22
Cc1ccc(NC(=O)C2(C)CCN2C(C)C)cc1C (stereo not given) is entered as 5 | -0.6 | 1 | -1 | 3 | -1 | -1 | i | -1.8 | /
Cc1oc(-c2ccc(Cl)cc2)nc1CS(=O)CC(=O)NCCCN(C)C1CCCCC1 (stereo not given) is entered as 13 | -1.4 | -6 | 2 | -6 | 2 | 3 | i | -0.3 | -9
CCCn1c2ccccc2c2nnc(SCc3[nH]c(=O)[nH]c3C(=O)CCCCC(=O)OCC)nc21 is entered as 20 | 1.2 | 6 | -1 | 7 | 3 | -4 | i | 1.0 | 1

Later entries:
SMILES	MLLE-PAM2 inh	TbMetRS inhib	DNMT1 block	STEP block	NadD inh	CSN deneddyl inh	SUMO1 PPI mod	Rpn11 block	LMPTP block	Scp-1 inhibitor
O=C(NC1CCCCCCC1)c1cnccn1	12	-0.2	2	-1	0	1	3	i	-1.4	-3
CC(=O)Nc1ccc(NC(=O)C(C)c2cccc(C(=O)c3ccccc3)c2)cc1 (stereo not given)	6	-0.1	-1	2	1	0	0	i	-0.9	-6
Cc1ccc(C)c(NC(=O)C2CCCN2C(=O)NC2CCCCC2)c1 (stereo not given)	-8	0.3	1	0	-2	-2	-1	i	-1.3	-8
CCc1cccc(NC(=O)C2CC2c2ccccc2)c1 (stereo not given)	7	-1.3	3	0	-15	0	1	i	2.2	-10
Cc1nn(C(=O)c2nn(C)cc2Cl)c(C)c1Br	-14	0.0	6	7	1	-7	2	i	-1.5	-2
COc1ccc(-c2noc(CCCC(=O)NCC3CCCO3)n2)cc1 (stereo not given)	12	0.0	-1	-1	-2	2	0	i	-0.8	-1
CCC(C)(C)NC(=O)CN(C(=O)CNS(=O)(=O)c1ccccc1)c1ccccc1	-12	-1.3	5	-4	-1	0	-1	i	0.4	-9
COc1ccc(OC)c(C(=O)c2ccc(C(=O)N3CCCCC3)cc2)c1	-12	-0.9	2	0	-3	-2	-2	i	-1.2	-3
CCc1nnc(NC(=O)C2CC(=O)N(Cc3ccccc3)C2)s1 (stereo not given)	-7	-0.6	-2	-5	-3	-3	0	i	-2.3	11
OCCNc1ncnc2c1ncn2[C@H]1CN(Cc2cccs2)C[C@@H](CO)O1	-2	-0.1	8	0	1	5	-3	i	0.3	/
CCCCOc1ccc(-c2nnn(CC(=O)c3c[nH]c4ccccc34)n2)cc1	-27	-0.4	26	-6	10	5	-2	i	-1.4	3
Cc1ccc(Nc2nnc(SCC(=O)NCCN3C(=O)CSC3=O)s2)cc1	-6	-0.1	-1	2	2	-1	6	i	0.2	-4
Cc1ccc(N(C(=O)c2csnn2)C(C(=O)NC2CCCCC2)c2cccnc2)c(C)c1 (stereo not given)	15	-0.4	3	-2	2	3	5	i	0.0	-5
CN1C(C(=O)NCc2ccc(OC(F)(F)F)cc2)CC2Cn3c(nc4cc5ccccc5cc43)C21 (stereo not given)	5	0.0	-5	1	0	2	-9	i	-0.3	-2

Bioassay records from PubChem.
